# DSG3 Ab inh = blocks pemphigus antibody binding to human desmoglein-3; DSG3-coupled beads, scFv-anti-DSG3-GFP binding, flow cytometry; active compounds read low; binding (percent of control), % at 10 µM; 0.48% of 310,000 active;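 active = binding more than 3 SD below its plate's average and above zero; inconclusive = below that plate limit but binding exactly zero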;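 note: hits lower antibody fragment binding to DSG3; some compounds called inactive have numbers as strong as hits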
# cardiac RTF act = cardiac RTF calcium sensitization; P19429+P45379; 0.24% of 340,000 active; activation, % at 7.2 µM; IANBD-labeled TnC RTF fluorescence at EC20 calcium; 0% EC20 calcium, 100% full calcium;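 active = activation above the mean over all tested compounds plus 3 SD, cut at about 30% in these data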;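 note: rise in fluorescence read as greater calcium sensitivity of cardiac thin filaments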
# Keap1-Nrf2 PPI = inhibitors of human Keap1-Nrf2 protein-protein interaction | Q14145 | Keap1 Kelch-Nrf2 peptide fluorescence polarization, 1536-well | inhibition, % at 9.4 µM | 0.15% of 340,000 active | AID 504523; in the data active = inhibition above about 12%; inconclusive = no clear call, values can overlap the other calls; inactive = below about 7.3%;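 note: human Keap1 Kelch domain with fluorescein labeled Nrf2 9mer peptide probe; 0% = neutral control wells and 100% = peptide positive control; higher means more block of Keap1 binding to Nrf2 peptide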
# Target sequence (Q14145 whole entry, looked up, the tested form may be a part): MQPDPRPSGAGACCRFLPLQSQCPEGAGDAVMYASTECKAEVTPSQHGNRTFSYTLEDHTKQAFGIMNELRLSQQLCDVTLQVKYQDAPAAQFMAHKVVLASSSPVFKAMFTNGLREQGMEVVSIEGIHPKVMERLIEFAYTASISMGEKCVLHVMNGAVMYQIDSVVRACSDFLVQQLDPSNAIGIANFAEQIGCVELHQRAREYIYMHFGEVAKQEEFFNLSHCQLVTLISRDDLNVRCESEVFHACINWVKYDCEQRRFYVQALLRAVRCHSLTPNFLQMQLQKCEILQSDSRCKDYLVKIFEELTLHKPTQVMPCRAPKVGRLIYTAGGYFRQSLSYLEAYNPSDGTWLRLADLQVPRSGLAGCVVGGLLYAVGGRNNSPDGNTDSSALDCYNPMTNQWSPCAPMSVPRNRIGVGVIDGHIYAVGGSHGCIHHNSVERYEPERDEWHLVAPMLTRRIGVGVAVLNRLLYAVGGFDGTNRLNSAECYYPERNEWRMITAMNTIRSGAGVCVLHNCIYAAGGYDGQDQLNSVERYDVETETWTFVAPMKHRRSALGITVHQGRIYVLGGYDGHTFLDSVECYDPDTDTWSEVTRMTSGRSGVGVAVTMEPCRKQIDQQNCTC
# LANA DNA inh = KSHV C-LANA DNA binding inhibition. MBP-C-LANA/FAM-LBS DNA binding, fluorescence polarization. inhibition, % at 9 µM. 0.078% of 340,000 active. AID 504423;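 active = highest replicate inhibition at or above 60% at 9 µM, even if other replicates fall short; inactive = all replicates below 60% inhibition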;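 note: 0% = neutral control wells and 100% = 4 µM acridine orange control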
# RTF Ca sens inh = cardiac RTF calcium desensitization; P19429+P45379; IANBD-labeled cardiac RTF, Ca2+ fluorescence; inhibition, % at 7.15 µM; 0.12% of 340,000 active;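 active = inhibition above the mean inhibition of all tested compounds plus 3 SD, cut at about 17% in these data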;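 note: assay run at fixed EC70 calcium of 1.6 mM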
# Arrestin-AP2 inh = inhibitors of human beta-arrestin and AP2 interaction; FITC-arrestin peptide / GST-AP2 beads, flow cytometry; AP2 beta2 appendage carries R879A mutation; 0.31% of 340,000 active; inhibition, % at 10 µM;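 active = inhibition above a set limit, near 3 SD of compounds lacking own fluorescence, cut at about 54% in these data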;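 note: plate controls were DMSO wells for no effect and 5 µM unlabelled arrestin peptide for full effect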
#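 Material – GST-tagged AP2 beta2-adaptin appendage (R879A) on 4 µm glutathione beads · Probe or stimulus – fluorescein-tagged arrestin peptide at 50 nM final · Timing – 12 min plus 1 h, RT · Detection – bead flow cytometry, FITC channel · Read-out basis – inhibition as reduced fluorescein signal on beads, percent · Medium – PBS plus Tween 20 (0.05%) and BSA (0.1%)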
# V-ATPase pH = regulators of yeast V-ATPase proton transport | S. cerevisiae, pHLuorin cytosolic pH fluorescence | response, % at 10 µM | 0.37% of 350,000 active; in the data active = response mostly above about 7.3%, no sharp cut-off; inactive = mostly below about 5.4%; note: actives read high; inactives centre near 0; some compounds called inactive have numbers as strong as hits; reference of the scale not given here
# OPRM1-OPRD1 inv = inverse agonist of human OPRM1-OPRD1 heterodimerization; P35372+P41143; cell-based MOR-DOR heterodimer luminescence, inverse agonism; inhibition, % at 9.3 µM; 0.21% of 340,000 active; AID 504357; in the data active = inhibition above about 22%, passing the limit was not always enough;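 note: 0% = cells with DMSO and 100% = wells without cells with DMSO; values of inactives mirror those of a sister screen read the other way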
# Wnt act = Wnt/beta-catenin pathway activation. Wnt/beta-catenin reporter cell assay, activator, plate reader. activation, % at 9.35 µM. 1.2% of 300,000 active. AID 743398; in the data active = activation above about 30%, passing the limit was not always enough; inconclusive = no clear call, values can overlap the other calls;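 note: 0% = neutral control wells and 100% = positive control wells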
# OPRM1-OPRD1 ag = agonists of human mu-delta opioid receptor heterodimerization; P35372+P41143; cells, OPRM1-OPRD1 heterodimerization, luminescence; activation, % at 9.3 µM; 0.3% of 340,000 active; AID 504326; in the data active = activation above about 18%;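 note: 0% = vehicle-treated cells and 100% = reference agonist; values of inactives mirror those of a sister screen read the other way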
# Active calls of the source: *; ? = inconclusive; · = no result given; & = joins results of further samples.
no.	SMILES	DSG3 Ab inh	cardiac RTF act	Keap1-Nrf2 PPI	LANA DNA inh	RTF Ca sens inh
1	Cc1cc(CC(C)C)n(-c2nc3ccccc3c(=O)n2OCC(=O)N(C)C)n1	109.4	-2.2	-3.0	2.6	-7.0
2	CCCCCCC(=O)N(O)C1CC(=O)N(c2ccc(C)cc2)C1=O (centres undefined)	96.1	-1.6	-5.1	-0.3	-5.8
3	CSCCC(NC(=O)C1CC1)c1nc2ccccc2[nH]1 (centres undefined)	101.3	0.4	-5.8	0.2	-5.2
4	Cc1noc(C)c1NC(=O)N(C)C[C@@H]1Oc2ccc(NS(=O)(=O)c3c(C)noc3C)cc2C(=O)N([C@H](C)CO)C[C@H]1C	95.7	-4.1	-5.5	0.1	-1.9
5	O=C(N/N=C/c1ccc(O)cc1)NC12CC3CC(CC(C3)C1)C2	118.6	1.3	2.8	-2.0	-2.9
6	O=c1oc2c(-c3cccc(F)c3)cc(O)cc2s1	102.5	-7.2	4.6	-1.2	-21.9
7	COc1ccc2[nH]c(=O)c(CN(CC3CCCO3)C(=O)Nc3ccc(F)cc3)cc2c1 (centres undefined)	99.8	-0.5	-2.0	0.6	-3.3
8	Cc1cccc(Cc2nnc(CCC(=O)N3CCCCC3c3nccs3)o2)c1 (centres undefined)	106.1	0.4	-3.8	-0.2	-6.2
9	Cc1cccc2c1cnn2C(=O)CCC(=O)NCC(C)c1ccccc1 (centres undefined)	72.7	4.9	-8.0	-0.9	-1.9
10	O=C(Cn1c(=O)n(CC2CCCO2)c(=O)c2ccccc21)N1CCN(c2ccccc2)CC1 (centres undefined)	95.6	-3.1	-1.5	-2.2	1.2
11	CC(=O)NC(Cc1cccc(C)c1)C(=O)NC1CCN(C(=O)c2ccc([N+](=O)[O-])cc2)CC1 (centres undefined)	89.2	0.2	-3.4	-0.7	-3.2
12	COC(=O)[C@]1(Cc2ccccc2)N[C@H](c2ccc(-c3cccc(Cl)c3)cc2)[C@@H]2C(=O)N(C)C(=O)[C@@H]21	92.7	-1.9	-0.7	-1.7	-0.9
13	N#CC1(c2ccc(NC(=O)c3ccccc3)cc2)CCCC1	100.3	-2.0	-1.9	-0.1	-1.0
14	CCC(C)(C)NC(=O)C(c1ccccn1)N(C(=O)c1csnn1)C1CCCCC1 (centres undefined)	103.5	2.3	-3.8	1.2	-4.8
15	Cc1ccc(NC(=O)COc2ccc(C3SCCS3)cc2)cc1	62.2	1.3	0.8	0.6	2.8

no.	Arrestin-AP2 inh	V-ATPase pH	OPRM1-OPRD1 inv	Wnt act	OPRM1-OPRD1 ag
1	28.0	6.2	14.0	0.3	-3.1
2	6.5	-3.5	-8.0	7.2	1.6
3	7.7	-0.3	9.5	-1.9	-1.8
4	·	0.3	12.7	-3.0	-2.2
5	37.1	1.6	14.5	2.3	-3.1
6	-4.7	-4.4	-61.2	-5.0	8.5
7	7.2	-1.4	-14.1	·	2.4
8	20.3	-0.2	4.4	-1.1	-0.8
9	5.5	-0.5	-4.8	2.7	0.8
10	6.3	1.1	3.6	·	-0.6
11	8.8	2.5	-2.2	-4.0	0.3
12	28.2	-6.8	-7.5	-3.5	1.4
13	-0.8	0.4	-2.8	·	0.5
14	6.1	-0.9	7.2	-1.4	-1.4
15	8.6	-1.8	-24.0	2.4	4.7

no.	SMILES	DSG3 Ab inh	cardiac RTF act	Keap1-Nrf2 PPI	LANA DNA inh	RTF Ca sens inh
16	Cc1ccccc1NC(=O)Nc1c(C)n(C)n(-c2ccccc2)c1=O	·	-0.2	5.0	-0.4	-5.8
17	Cc1ccc(OCC(=O)NNC(=O)C2CCN(c3nccc(C)n3)CC2)cc1	103.8	7.5	-1.0	4.1	-1.8
18	Cc1ccc2cccc(NC(=O)C(F)(F)F)c2n1	96.7	3.9	0.8	0.6	4.2
19	CC(C)(C)OC(=O)C[C@H]1C/C=C\C[C@@H](CC(=O)N[C@H](CO)Cc2ccccc2)C(=O)NC[C@@H](c2ccccc2)OC1=O	98.5	-9.1	0.3	-2.9	-16.7
20	O=C(NC1CCCCC1)C(c1ccccc1)N(Cc1cccnc1)C(=O)c1csnn1 (centres undefined)	99.5	-0.6	-7.6	-0.4	-4.0
21	Cc1cccc(-n2nc(C)c3c(C(=O)O)cc(-c4cccs4)nc32)c1	99.0	1.1	1.2	0.6	-6.3
22	CCc1nc(SCc2ccc(OC)cc2)n[nH]1	97.7	-5.2	-1.3	1.6	-1.7
23	CC(=O)c1cccc(NC(=O)Nc2ccc(C)cc2)c1	105.2	-3.1	-1.1	0.4	-3.9
24	Cc1[nH]c(N=Nc2ccccc2)nc1N=Nc1ccccc1	103.1	-0.1	-3.4	-0.9	-4.8
25	COc1ccc(-c2cn3nc(C)c(C)nc3n2)cc1OC	100.0	-2.9	-1.0	2.9	-5.9
26	Cc1noc(C)c1C(=O)NCCCN1CCCC1=O	107.2	-1.1	-4.7	-0.7	3.0
27	NC(=O)C(Cc1ccccc1)NS(=O)(=O)c1ccc(N2CCCC2=O)cc1 (centres undefined)	102.5	-0.8	0.7	-2.1	-3.4
28	Cc1c(O)ccc2c(O)c(NC(=O)c3ccc4c(c3)CCC(C)(C)O4)c(=O)oc12	87.0	-3.9	-3.2	1.8	0.5
29	COc1ccc(CN2C(=NC(=O)C3CCCO3)SC3CS(=O)(=O)CC32)cc1 (centres undefined)	·	0.2	-5.5	0.6	-5.2
30	CCC(=O)N1CCN(c2ccccc2NC(=O)c2ccc(OC)c(Cl)c2)CC1	87.3	0.3	-0.5	-0.1	-0.2

no.	Arrestin-AP2 inh	V-ATPase pH	OPRM1-OPRD1 inv	Wnt act	OPRM1-OPRD1 ag
16	-5.5	1.6	6.0	-1.6	-1.1
17	14.5	3.7	6.7	-2.2	-1.2
18	0.6	2.1	-2.0	·	0.4
19	18.5	-3.1	16.8	1.1	-3.6
20	8.8	5.3	10.9	-5.8	-1.7
21	0.8	1.0	8.2	-0.6	-1.5
22	24.4	0.0	9.7	10.3	-2.1
23	-25.3	0.6	2.6	·	-0.5
24	8.6	-3.8	-3.2	0.2	0.6
25	3.8	-2.4	16.0	?	-4.1
26	2.9	0.5	16.8	·	-3.2
27	22.1	-4.2	8.6	·	-1.5
28	7.7	1.1	9.6	-0.6	-1.7
29	5.2	7.0	0.2	-1.6	-0.1
30	0.3	-2.2	8.9	·	-1.5

# From no. 26 as far as 27, copied from above:
no.	SMILES	DSG3 Ab inh	cardiac RTF act	Keap1-Nrf2 PPI	LANA DNA inh	RTF Ca sens inh
26	Cc1noc(C)c1C(=O)NCCCN1CCCC1=O	107.2	-1.1	-4.7	-0.7	3.0
27	NC(=O)C(Cc1ccccc1)NS(=O)(=O)c1ccc(N2CCCC2=O)cc1 (centres undefined)	102.5	-0.8	0.7	-2.1	-3.4

no.	Arrestin-AP2 inh	V-ATPase pH	OPRM1-OPRD1 inv	Wnt act	OPRM1-OPRD1 ag
26	2.9	0.5	16.8	·	-3.2
27	22.1	-4.2	8.6	·	-1.5

# More records follow.
no.	SMILES	DSG3 Ab inh	cardiac RTF act	Keap1-Nrf2 PPI	LANA DNA inh	RTF Ca sens inh
31	CC(=O)c1ccc(Nc2ncnc3c2oc2ccccc23)cc1	100.9	-8.4	2.1	0.5	-9.2
32	CC1CCCN(C2=C(Cl)C(=O)N(c3cccc(Cl)c3)C2=O)C1 (centres undefined)	83.7	-9.7	-1.2	0.4	-16.0
33	CC1(c2ccc(C#N)cc2)NC(=O)N(CC(=O)Nc2cc(S(=O)(=O)N3CCOCC3)ccc2Cl)C1=O (centres undefined)	94.9	3.1	1.7	3.7	4.0
34	Cc1ccc(C(O)(C(=O)NNc2ccc3ccccc3n2)c2ccc(C)cc2)cc1	101.3&101.4	3.3&5.1	-0.8&0.5	1.7&2.8	-1.1&-4.6
35	COc1ccc(CNCCCn2cnc(C(=O)Nc3ccc(C)c(C)c3)n2)cc1	102.1	-9.5	5.3	1.2	-1.1
36	O=C(N/C(=C\c1ccc([N+](=O)[O-])cc1)C(=O)N1CCOCC1)c1cccc(Br)c1	116.3	1.2	1.9	-0.4	-1.8
37	CC(C)(C)c1ccc(C2(C)NC(=O)NC2=O)cc1 (centres undefined)	91.0	-5.9	-4.8	0.1	-24.7
38	O=C1CC(c2cccc([N+](=O)[O-])c2)c2ccc3ccccc3c2N1 (centres undefined)	82.6	1.5	-5.4	-0.8	-11.1
39	CCCCN1C(=O)C(=O)N(CC(=O)Nc2cc(S(=O)(=O)N(C)C)ccc2C)C1=O	101.9	2.4	-3.6	-2.4	-11.1
40	Cc1ccccc1N1CC(c2nc3ccccc3[nH]2)CC1=O (centres undefined)	108.0	8.3	-4.1	-1.7	-7.1
41	O=C(C1=C[C@@H](c2csc3ccccc23)C[C@@H](OCCCCO)O1)N1CCN(Cc2ccc3c(c2)OCO3)CC1	102.0	1.4	-4.6	0.3	-2.8
42	O=C(CC1NCCc2ccccc21)Nc1ccccc1Cl (centres undefined)	106.6	4.0	-0.4	-1.3	1.6
43	COc1ccc(NC(=O)CCCc2ccccc2)c(OC)c1	111.2	-0.2	5.3	-0.1	-6.2
44	CCOc1cc(C(=O)Nc2ccccc2N2CCOCC2)ccc1OCC(=O)N1CCOCC1	98.7	-2.1	-1.5	0.3	-2.5
45	CC(=O)N1c2ccc(S(=O)(=O)NCCc3ccccc3)cc2CC1C (centres undefined)	100.6	10.2	0.4	-2.3	-5.1
46	CN(C)S(=O)(=O)c1cccc(NC(=O)C2Cc3ccccc3CN2C(=O)c2ccccc2)c1 (centres undefined)	·	1.1	-7.4	-1.4	-21.4
47	COCCCN1C(=O)C(=O)/C(=C(/O)c2ccc(OC)cc2)C12C(=O)N(C)c1ccccc12 (centres undefined)	110.6	3.4	-3.8	1.1	-6.5
48	CC(=O)N1CCN(S(=O)(=O)c2ccc(S(=O)(=O)NC3CC3)cc2)CC1	106.1	-3.3	0.2	0.5	-3.0

no.	Arrestin-AP2 inh	V-ATPase pH	OPRM1-OPRD1 inv	Wnt act	OPRM1-OPRD1 ag
31	14.0	-3.2	1.4	·	-0.2
32	32.0	0.1	-8.4	-1.5	1.7
33	21.9	-2.2	12.7	-1.6	-2.4
34	-11.1&-3.7	-0.2&-0.7	-7.3&-59.7	·	1.4&13.3
35	37.7	-2.4	-1.5	-2.4	0.3
36	22.7	1.8	9.6	-0.7	-1.7
37	-3.9	-3.6	0.8	-2.0	-0.1
38	3.2	4.2	-8.0	14.6	1.3
39	9.3	-1.8	3.3	1.2	-0.5
40	-4.8	-0.2	10.8	-2.0	-2.0
41	22.7	-4.8	-8.2	-0.4	1.5
42	-9.5	-1.6	5.5	0.3	-1.0
43	47.9	10.7	-5.3	1.7	1.0
44	-12.5	3.4	5.8	-1.7	-1.4
45	4.9	-0.3	1.5	-4.2	-0.3
46	1.5	-0.8	7.7	0.0	-1.2
47	2.6	0.0	17.9	0.7	-3.6
48	6.2	-0.9	8.0	·	-1.6

# Screening data (PubChem)
